USP1-UAF1 inh = Inhibitors of USP1/UAF1: Primary Screen; Ubiquitin carboxyl-terminal hydrolase 1 (Homo sapiens), O94782; recombinant USP1/UAF1, Ub-Rhodamine cleavage fluorescence; Potency, µM (doses to about 57.1 µM), without a hit: at the highest dose activity change, negative = inhibition, hits mostly inhibitors; 390,000 tested, 0.23% active; also: potency is read from the fitted curve at half-maximal effect; % is scaled to controls: 0 for no effect and ±100 for the full control effect; nearly all actives have a fitted effect of over 60% in size; inactives centre near -12
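High-throughput fluorogenic screen: 1nM USP1/UAF1 complex, Ub-Rho substrate 150nM final, 50mM HEPES pH 7.8 with 0.5mM EDTA, 0.1 mg/ml BSA, 1mM TCEP and 0.01% Tween-20.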
Tb PGK inh = qHTS Assay to Find Inhibitors of Phosphoglycerate Kinase; Phosphoglycerate kinase, glycosomal (Trypanosoma brucei brucei), P07378; PGK/GAPDH coupled, Kinase-Glo luminescence, 60 min; Potency, µM (highest dose often 57.5 µM), for inactives: at the top dose activity change, negative = inhibition, usual class: inhibitors; 380,000 tested, 0.043% active; AID 602233, 2012; also: potency is read from the fitted curve at half-maximal effect; % is scaled to controls: 0 for no effect and ±100 for the full control effect; nearly all actives have a fitted effect of over 60% in size
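Luminescent ATP detection (Kinase-Glo Plus) follows a 60-minute room-temperature incubation, with wells lacking PGK as controls. Buffer: 100 mM TEA (pH 7.6), 5 mM MgCl2, 0.01% Tween-20. Coupling enzyme GAPDH (100 nM final) supplies unstable 1,3-BPG in-well.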
GLS inhibitor = qHTS for Inhibitors of Glutaminase (GLS). Glutaminase kidney isoform, mitochondrial (Homo sapiens), O94925. GLS enzymatic activity, qHTS titration. Potency, µM (top dose mostly 45.5 µM), inactives show at the highest dose activity change, negative = inhibition, actives largely listed as inhibitors. 410,000 tested, 0.21% active; also: potency is read from the fitted curve at half-maximal effect; % is scaled to controls: 0 for no effect and ±100 for the full control effect
Target sequence (O94925 whole entry, looked up, canonical isoform): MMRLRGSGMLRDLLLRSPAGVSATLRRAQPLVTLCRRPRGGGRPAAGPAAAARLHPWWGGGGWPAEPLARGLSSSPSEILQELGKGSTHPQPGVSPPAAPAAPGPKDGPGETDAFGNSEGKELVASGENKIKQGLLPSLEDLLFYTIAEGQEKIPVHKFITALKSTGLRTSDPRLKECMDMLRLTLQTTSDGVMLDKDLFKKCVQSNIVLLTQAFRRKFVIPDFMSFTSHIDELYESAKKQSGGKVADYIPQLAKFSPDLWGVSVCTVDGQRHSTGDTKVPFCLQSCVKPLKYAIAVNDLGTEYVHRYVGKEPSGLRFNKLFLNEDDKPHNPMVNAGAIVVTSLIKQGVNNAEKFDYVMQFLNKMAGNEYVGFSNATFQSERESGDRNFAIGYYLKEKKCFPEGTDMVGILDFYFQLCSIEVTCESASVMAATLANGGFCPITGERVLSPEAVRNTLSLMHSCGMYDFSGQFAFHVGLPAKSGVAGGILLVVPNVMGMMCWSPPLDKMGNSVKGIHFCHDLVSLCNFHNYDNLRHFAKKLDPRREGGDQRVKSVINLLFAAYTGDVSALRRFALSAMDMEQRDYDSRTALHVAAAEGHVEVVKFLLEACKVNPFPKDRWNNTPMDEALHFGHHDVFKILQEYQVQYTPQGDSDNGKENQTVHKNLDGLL
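Human kidney-isoform GLS in 45 mM KH2PO4 pH 8.2, 0.02% Tween-20, with compound, started with 1mM L-Glutamine (added stock). Glutamate oxidase/HRP/Amplex red coupled fluorescence read at start and after 30 min at RT.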
Pin1 inhibitor = qHTS Assay to Find Inhibitors of Pin1; Peptidyl-prolyl cis-trans isomerase NIMA-interacting 1 (Homo sapiens), Q13526; Pin1 FP peptide displacement, HiFluor488, 10 min; Potency, µM (series often up to 115 µM), without a hit: at the top dose activity, negative = inhibition, hits mostly inhibitors; 390,000 tested, 0.009% active; AID 504891, 2011; active = well fitted inhibition curve with a large enough effect in the polarisation, with a control signal flat, not every such curve was filed as active; inconclusive = small, poorly fitted or top-dose-only effect, or effect the other way, or a change in a side signal; inactive = no such curve, though single readings can be large or run the other way; the % refers to the polarisation; also: potency is read from the fitted curve at half-maximal effect; % is scaled to controls: 0 for no effect and ±100 for the full control effect
HP1b chromo inh = HTS for Inhibitors of HP1-beta Chromodomain Interactions with Methylated Histone Tails; Chromobox protein homolog 1 (Homo sapiens), P83916; AlphaScreen HP1-beta / biotin-H3K9me3 peptide binding; Potency, µM (titrated, usually from 114 µM), for inactives: at the highest dose activity change, negative = inhibition, usual class: inhibitors; 390,000 tested, 0.56% active; AID 540317, 2011; also: potency is read from the fitted curve at half-maximal effect; nearly all actives have a fitted effect of over 70% in size; inactives centre near 23
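HP1-beta protein (50 nM final) preincubated 30 min at room temperature with biotinylated H3(1-18)K9me3 peptide (50 nM) in PBS pH 7.4, 0.01% Tween-20, then compound added for 30 min. AlphaScreen streptavidin donor/nickel chelate acceptor beads (10 ug/mL final), 30 min dark, luminescence read.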
mIDH1 inhibitor = qHTS for Inhibitors of mutant isocitrate dehydrogenase 1 (IDH1): qHTS; IDH1-R132H enzyme, NADPH consumption, diaphorase/resazurin fluorescence; Potency, µM (highest dose often 76.6 µM), for the others: top-dose activity change, negative = inhibition, actives largely listed as inhibitors; 390,000 tested, 0.093% active; AID 602179, 2012; Isocitrate dehydrogenase [NADP] cytoplasmic (Homo sapiens), O75874; also: potency is read from the fitted curve at half-maximal effect; % is scaled to controls: 0 for no effect and ±100 for the full control effect; nearly all actives have a fitted effect of over 65% in size
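IDH1-R132H (0.5 ug/mL) preincubated 30 min with compound, then NADPH (0.016 mM) and alpha-KG (2 mM) added; 80 min at RT, pH 7.5. Remaining NADPH coupled via diaphorase/resazurin to fluorescence (540/590 nm); concentration-response curves normalized to no-enzyme control.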
TrxR1 substrate = qHTS Assay for Substrates of Mammalian Selenoprotein Thioredoxin Reductase 1 (TrxR1): qHTS. Thioredoxin reductase 1, cytoplasmic (Rattus norvegicus), O89049. purified TrxR1 substrate turnover, NADPH consumption readout. Potency, µM (titrated, usually from 114 µM), for inactives: top-dose activity change, negative = substrate turnover. 390,000 tested, 0.01% active; also: potency is read from the fitted curve at half-maximal effect; % is scaled to controls: 0 for no effect and ±100 for the full control effect; nearly all actives have a fitted effect of over 50% in size
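Rat TrxR1, dispensed at 90 nM, was prereduced with 400 uM NADPH (final) for 5 min at ~22 deg C, then incubated with compound 15 min before 400 uM selenite. A first-read NADPH fluorescence drop versus no-compound background flagged substrates.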
TrxR1 inh = qHTS Assay for Inhibitors of Mammalian Selenoprotein Thioredoxin Reductase 1 (TrxR1): qHTS; recombinant rTrxR1, NADPH fluorescence consumption, selenite substrate; Potency, µM (titrated, usually from 114 µM), without a hit: at the top dose activity change, negative = inhibition, hits mostly inhibitors; 390,000 tested, 1% active; AID 588453, 2011; also: potency is read from the fitted curve at half-maximal effect; % is scaled to controls: 0 for no effect and ±100 for the full control effect; nearly all actives have a fitted effect of over 65% in size
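Rat TrxR1 (90 nM in the dispensed reagent) was pre-reduced with 400 uM NADPH for 5 min at room temperature, then incubated with compound for 15 min. After 400 uM selenite was added, NADPH fluorescence (Ex 340/Em 450 nm) was followed for 8 min.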
PI4K2A block = qHTS for small molecular inhibitors of PI4K2A | 420,000 tested, 0.13% active | activity change, negative = inhibition, % at 76.9 µM | purified PI4K2A, ADP-Glo luminescence, 1 h; hits give low values | AID 1346378, 2018 | Phosphatidylinositol 4-kinase type 2-alpha (Homo sapiens), Q9BTU6; in the data active = activity change below about -50%; inconclusive = mostly about -30% to -49%;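 also: -100% = wells without enzyme as full effect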
Target sequence (Q9BTU6 whole entry, looked up): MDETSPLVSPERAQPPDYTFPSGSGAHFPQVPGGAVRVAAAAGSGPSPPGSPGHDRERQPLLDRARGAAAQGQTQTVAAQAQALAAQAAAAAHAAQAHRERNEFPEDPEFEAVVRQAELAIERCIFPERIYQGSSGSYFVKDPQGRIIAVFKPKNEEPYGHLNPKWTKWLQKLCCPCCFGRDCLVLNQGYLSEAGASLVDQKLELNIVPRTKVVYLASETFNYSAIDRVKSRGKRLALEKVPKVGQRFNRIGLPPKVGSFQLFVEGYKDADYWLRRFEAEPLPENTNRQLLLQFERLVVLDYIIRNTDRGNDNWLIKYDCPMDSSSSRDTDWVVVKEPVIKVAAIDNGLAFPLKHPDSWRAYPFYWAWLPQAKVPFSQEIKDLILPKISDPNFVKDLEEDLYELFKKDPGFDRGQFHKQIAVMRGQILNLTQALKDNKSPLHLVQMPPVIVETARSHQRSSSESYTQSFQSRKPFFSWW
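PI4K2A activity was measured by ADP-Glo luminescence: enzyme (4 ug/mL stock) and phosphatidylinositol (1.2 mM stock) in Tris pH 7.5/MgCl2/EGTA/Triton X-100 buffer were reacted with ATP (300 microM stock) for one hour at ambient temperature.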
* = called active by the depositor; i = inactive; ? = inconclusive; [ ] = remark or other dose. Unless noted, calls follow the shape of the dose curve; as a rule, active = well fitted curve in the direction sought with a large enough effect; inconclusive = small, poorly fitted or top-dose-only effect, or another doubt; inactive = no such curve, though single readings can be large; an effect the other way counts as inactive or inconclusive. The list is partial; count on the stated rates, not on these rows.

Values run as follows: USP1-UAF1 inh	Tb PGK inh	GLS inhibitor	Pin1 inhibitor	HP1b chromo inh	mIDH1 inhibitor	TrxR1 substrate	TrxR1 inh	PI4K2A block
> CCn1cc(C(=O)NCc2ccco2)c2cc(OC)c(OC)cc2c1=O
    -17.3%	-1.7%	-9.0%	-5.1%	16.9%	3.8%	3.8%	-17.4%	-4.6
> Cc1ccc(C(=O)C(OC(=O)CNS(=O)(=O)c2ccccc2)c2ccccc2)cc1 (stereo unspecified)
    -29.1%	8.6%	-3.6%	-4.5%	15.0%	5.6%	9.2%	27.3%	-1.8
> CC(NC(=O)CCC(=O)c1ccccc1)c1ccc(F)cc1 (stereo unspecified)
    -3.2%	i	-0.5%	8.7%	-14.8%	1.6%	-7.5%[57.1 µM]	12.4%	1.5
> O=C(Nc1cc2c3c(c1)CC(=O)N3CCC2)c1c(F)cccc1F
    -4.6%	4.4%	3.5%	2.1%	16.2%	1.4%	-3.7%	-1.4%	-0.5
> COc1cccc(CNC(=O)c2cc3oc4ccccc4c3n2C)c1OC
    -13.0%	4.5%	-4.5%	8.1%	9.8%	9.4%	8.6%	26.9%	14.6
> COc1cc(C(O)P(=O)(OCCC(C)C)c2ccc(N(C)C)cc2)cc(OC)c1OC (stereo unspecified)
    -6.8%	-1.0%	-4.9%	0.2%	4.7%	-3.1%	1.3%	12.9%[57.1 µM]	0.6
> CCCS(=O)(=O)N1CCCC(C(=O)NCCCN(C)Cc2ccccc2)C1 (stereo unspecified)
    -6.2%	-7.3%	9.7%	7.9%	23.9%	4.8%	-10.3%	-12.6%	5.9
> Cn1c(N)c(N=O)c(=O)n(C)c1=O
    -10.5%	-6.4%	14.6%	-6.7%	32.9%	-10.0%	-6.6%	1.4%	5.1
> O=c1cc(N2CCCCC2)[nH]c(=O)n1C1CCCCC1
    -4.8%	2.6%	7.9%	1.3%	23.5%	-8.7%	10.8%[57.1 µM]	-8.0%[57.1 µM]	-2.1
> CC(=O)Nc1ccc(NC(=O)C2CC(=O)Nc3ncnn32)cc1 (stereo unspecified)
    -11.7%	i	-0.2%	1.8%	42.2%[activator]	-10.9%	7.2%	26.2%	2.2
> O=C(CSc1nc2ccsc2c(=O)n1Cc1ccccc1Cl)NCc1ccc(Cl)cc1
    -22.7%	-9.3%	-3.9%	-5.0%	37.5%	-2.9%	2.7%	22.2%	3.1
> COc1ccc(C(CNC(=O)c2ccc(S(=O)(=O)Nc3cccc(C)c3C)cc2)N2CCOCC2)cc1 (stereo unspecified)
    -10.7%	-9.6%	-1.3%	-3.1%	38.7%	-9.9%	-2.3%	12.0%	-6.6
> Cc1nc(NCCc2ccc(F)cc2)c(C#N)c(C)c1[N+](=O)[O-]
    -19.7%	-5.1%	4.9%	0.2%	-4.2%	-2.4%	-5.5%	?	4.4
> O=C(NCCCO)C(=O)NCc1ccccn1
    -8.2%	-0.7%	1.2%	0.9%	25.7%	10.0%	-7.4%[57.1 µM]	35.4%[57.1 µM]	0.9
> CC(=O)N1CCOc2cc(S(=O)(=O)NCc3ccccc3Cl)c(C)cc21
    -5.0%	-6.8%	-11.0%	2.3%	33.2%	0.0%	-7.4%	4.7%	-3.1
> COc1ccccc1-n1ncc2c(=O)[nH]c(SCC(=O)Nc3cccc(F)c3)nc21
    ?	3.6%	2.0%	-18.4%	3.3%	-6.9%	-2.0%[57.1 µM]	6.7%[57.1 µM]	1.1
> COc1ccc(CCC(=O)Nc2ccc3c(c2)OCO3)cc1
    -7.4%	-5.9%	-1.9%	-1.5%	7.1%	4.9%	-3.0%[57.1 µM]	26.3%[2.29 µM]	-0.6
> CC(=O)c1ccc(NC(=O)Cn2ncc3c4ccccc4n(Cc4ccccc4)c3c2=O)cc1
    -21.6%	-7.4%	0.4%	52.7%[activator]	9.8%	0.0%	1.9%	9.7%	0.9
> O=C1NC(=O)C(Cc2ccc(Cl)cc2)(c2ccccc2)N1 (stereo unspecified)
    -10.9%	9.4%	1.7%	0.3%	21.0%[57 µM]	27.7%	7.3%[57.1 µM]	9.5%[57.1 µM]	-0.5
> O=C(NCc1cccc(Br)c1)c1cnn(-c2ccc(F)cc2)c1-n1cccc1
    -15.1%	i	4.0%	?	48.4%[activator]	-2.6%	-2.0%	9.4%	-2.3
> O=C1[C@H](c2ccccc2)[C@@H](c2ccccc2)N1c1ccncc1
    -19.0%	i	-8.9%	-16.6%	33.9%	-1.1%	-6.7%	1.6%	5.7
> O=S(=O)(Nc1ccc2c(c1)OCCO2)c1cccc2cccnc12
    -13.9%	-4.4%	15.4%	-10.4%	24.5%	4.8%	-4.7%	0.0%	-1.6
> Cc1ccccc1C(=O)NNC(=O)Cc1cccc2ccccc12
    ?	-4.6%	?	3.2%	17.1%	0.2%	6.8%	2.5%	-2.9
> CCN(CC)CCCNC(=S)N(Cc1cccs1)Cc1cc2cc3c(cc2[nH]c1=O)OCCO3
    -10.2%	5.9%	-6.9%	15.7%	15.3%	1.8%	10.6%[57.1 µM]	-2.1%[57.1 µM]	2.2
> CCN1C(=O)C2(SC(NC(C)=O)=NN2C(C)=O)c2cc(C)cc(C)c21 (stereo unspecified)
    -1.8%	1.5%	8.9%	-4.7%	10.6%	2.2%	-9.8%	-8.8%	1.5
> O=C(Nc1ccc(F)cc1)c1cccc(N2C(=O)C3C4C=CC(C4)C3C2=O)c1 (stereo unspecified)
    -18.7%	-1.6%	-9.2%	-1.1%	24.8%	-3.4%	-0.1%	13.0%	-2.7
> Cc1c(CCC(=O)O)c(=O)oc2cc3occ(-c4ccc(F)cc4)c3cc12
    -10.3%	-5.8%	29.0%	?	29.7%	-20.0%	12.8%[57.1 µM]	-6.2%[57.1 µM]	-4.7
> Cc1cc(C)c(NC(=O)CN2C(=O)c3cccnc3Oc3ccc(C)cc32)c(C)c1
    -15.7%	-11.5%	?	27.0%	33.4%	-3.5%	1.6%[57.1 µM]	9.7%[57.1 µM]	-0.3
> Cc1ccc(F)cc1NC(=O)/C=C/c1ccc(S(=O)(=O)N2CCOCC2)cc1
    -2.1%	8.1%	-6.6%	0.8%	15.5%	-29.6%	-5.4%	0.6%[57.1 µM]	-2.1
> COc1ccc(OC)c2c(=O)cc(C(=O)O)[nH]c12
    ?	3.4%	34.4%[activator]	-9.9%	-2.4%	24.1%	-9.1%[57.1 µM]	-2.7%[57.1 µM]	-2.9
> Cn1c(SCC(=O)N/N=C/c2ccco2)nc2ccccc21
    -18.6%	-2.9%	0.1%	-0.3%	38.8%[activator]	4.2%	-2.0%	19.5%	1.4
> O=C(NCC(c1ccco1)N1CCCC1)c1cn(-c2ccccc2)nc1-c1ccc(F)cc1 (stereo unspecified)
    -22.2%	-8.8%	-3.5%	1.3%	13.7%	0.6%	-4.5%	-3.2%	-3.1
> Cc1cc(C)c2c(N)c(C(=O)Nc3ccccc3Cl)sc2n1
    -10.3%	-5.6%	-13.0%	-4.2%	27.3%	4.2%	5.4%[57.1 µM]	21.7%[57.1 µM]	-2.9
> CC(NS(=O)(=O)/C=C/c1ccccc1)c1ccccc1 (stereo unspecified)
    -20.9%	-9.5%	0.9%	-0.7%	43.3%[activator]	-4.7%	3.3%[57.1 µM]	3.5%[57.1 µM]	5.5
> CC(=O)c1c(C)[nH]c(C(=O)CSc2ncnc3sc(-c4ccccc4)cc23)c1C
    -22.5%	-2.1%	2.5%	20.6%	36.1%	-0.2%	-4.0%	-8.3%	-1.1
> Cc1ccc(NC(=S)N2CCC(NC(=O)c3ccccc3)CC2)cc1
    -10.3%	-0.7%	-1.7%	0.8%	34.4%	0.0%	-1.8%	1.5%	-2.9
> COC(=O)c1nc(NC2=NCCCCC2)n[nH]1
    -19.4%	-2.9%	-18.6%	-1.0%	-14.6%	3.7%	12.3%[57.1 µM]	6.5%[57.1 µM]	-5.7

Complete entries as entered above. Order of screens: USP1-UAF1 inh	Tb PGK inh	GLS inhibitor	Pin1 inhibitor	HP1b chromo inh	mIDH1 inhibitor	TrxR1 substrate	TrxR1 inh	PI4K2A block
`Cc1ccc(NC(=S)N2CCC(NC(=O)c3ccccc3)CC2)cc1` is listed with -10.3%	-0.7%	-1.7%	0.8%	34.4%	0.0%	-1.8%	1.5%	-2.9
`COC(=O)c1nc(NC2=NCCCCC2)n[nH]1` is listed with -19.4%	-2.9%	-18.6%	-1.0%	-14.6%	3.7%	12.3%[57.1 µM]	6.5%[57.1 µM]	-5.7

High-throughput results: PubChem, National Center for Advancing Translational Sciences (NCATS)
